F508del corr = correctors of CFTR F508del function in bronchial epithelial cells; CFBE cells, YFP halide quenching; stimulated with forskolin plus potentiator P3; % fluorescence drop versus neutral controls; activity (quench increase), % at 7.58 µM; 350,000 compounds, 0.36% hits; AID 720511;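 active means mean added fluorescence quench of at least 8% versus neutral control, with both replicates also reaching 8%; inconclusive means only one of the mean or replicate conditions met; inactive means mean below 8% and not both replicates reaching 8%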;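 further: cells transiently co-express mutant CFTR-F508del with the halide-sensitive YFP; corrector assay measuring rescue of mutant channel to the surface after 24 h compound exposure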
miR-122 sensor = blocks miR-122 activity in Huh7 sensor cells. Huh7 miR-122 Renilla luciferase sensor, 48 h; neutral wells = 0, positive control = 100. activation (reporter increase), % at 12.5 µM. 340,000 compounds, 0.3% hits;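 active means mean replicate activation score at least 90 and every replicate individually at or above 90; inconclusive means only one of the two criteria met; inactive means neither criterion met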;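 further: higher luciferase means less miR-122 activity so hits act as miR-122 inhibitors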
FN deposit inh = fibronectin deposition inhibition; AH1F fibroblasts, Alexa488-fibronectin deposition fluorescence, overnight; inhibition, % at 12.6 µM; 350,000 compounds, 0.086% hits; AID 743247;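 active means mean inhibition across replicates of 30% or more, regardless of how many single replicates reach that level; inconclusive means mean under 30% yet at least half of replicates reach 30%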;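 further: positive control wells lacked labelled fibronectin entirely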
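Schedule: 1 h cell adhesion before compound, then overnight fibronectin incubation; test system: AH1F fibroblast monolayer depositing Alexa488-labelled fibronectin into matrix; quantity: 10000 AH1F cells per well; probe or stimulus: fluorescent fibronectin at 24 nM final; signal: fluorescence, ex 485 nm, em 525 nm; evaluation: percent inhibition as loss of matrix-bound fibronectin fluorescence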
PGC1a acetyl inh = PGC1a acetylation modulation, inhibitor mode | U2OS PGC1a acetylation, AlphaScreen anti-acetyl-lysine; with virally co-expressed GCN5 acetyltransferase | inhibition, % at 15.6 µM | 350,000 compounds, 0.17% hits;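 active means every replicate shows inhibition of at least 40%; inconclusive means mean inhibition at least 40% but some replicate below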;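 further: 0% = neutral control wells and 100% = positive control wells; some results beyond the cut were filed as inactive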
PglD inh = blocks C. jejuni PglD acetyltransferase activity; purified PglD enzyme, DTNB colorimetric CoA detection; inhibition, % at 12.5 µM; 360,000 compounds, 0.098% hits; AID 602405; in the data active means inhibition above about 16%, passing the limit was not always enough; inconclusive means no clear call, values can overlap the other calls; further: strong numbers were not always called active
INS-1E GSIS act = GLuc luminescence reporter in INS-1E cells, primary screen for activators of glucose-dependent secretion of insulin | INS-1E GLuc reporter insulin secretion, 2-3 h | activation, % at 16.6 µM | 370,000 compounds, 0.61% hits;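 active means lowest replicate activation of at least 40%, so every replicate reaches that level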;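 further: 0% = median of neutral control wells and 100% = median of IBMX positive control wells; some compounds called inactive have numbers as strong as hits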
Statin myotox sup = suppressors of simvastatin-induced myotoxicity in C2C12 myotubes. ATP luminescence, 48 h; scaled: DMSO 0, geranylgeraniol control 100. rescue of ATP level, % at 7.49 µM. 330,000 compounds, 0.78% hits. AID 602340;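 active means mean ATP rescue above about 67%, or every replicate alone reaching that limit, limit read from the data, passing the limit was not always enough; inconclusive means no clear call, values can overlap the other calls; inactive means mean under the limit and some replicate under it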;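 further: myotubes were challenged with 10 µM simvastatin during compound exposure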
Cneo AK release = Cryptococcus neoformans lysis via adenylate kinase release; C. neoformans lysis, adenylate kinase release luminescence, 4 h; normalised: neutral wells 0, clomiphene wells 100; 360,000 compounds, 0.2% hits; AID 651654; lysis activity, % at 15 µM;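 active means mean lysis activity across replicates of at least 80%, whatever share of replicates individually reach that level; inactive means mean lysis activity below 80%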
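Schedule: static 4 h at 37 °C with compound, 1 h detection; system: C. neoformans cells; benchmarks: Clomiphene as positive control; buffer or medium: fresh YPD medium; measure: luminescence rise reflecting yeast cell lysis; measured by: luminescent adenylate kinase detection reagent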
* = called active by the depositor; ? = inconclusive; · = no result given; [ ] = dose if it differs, or a comment.

SMILES | F508del corr | miR-122 sensor | FN deposit inh | PGC1a acetyl inh | PglD inh | INS-1E GSIS act | Statin myotox sup | Cneo AK release
Cc1ccc(NC(=O)CN(C)C(=O)CSc2nc3ccccc3o2)cc1 | · | 0 | · | -18 | 2 | · | 5 | -2
CC1(C)CC(=O)c2cc3c(nc2C1)CC(C)(C)CC3=O | · | -6 | 0 | 0 | · | -7 | -10 | ·
CCC1(C)Cc2ccccc2-c2nc(NCCO)[nH]c(=O)c21 (stereo unspecified) | · | · | · | · | 1 | -8 | 5 | 8
N#C[C@@H]1[C@@H](c2ccc(C3=CCCC3)cc2)[C@H](CO)N1C(=O)C1CCC1 | -0.8 | · | 2 | 0 | -3 | 9 | -4 | 1
Cc1ccc(S(=O)(=O)NCC2CCCO2)cc1[N+](=O)[O-] (stereo unspecified) | · | 18 | -2 | 2 | 6 | 7 | · | -12
Cn1nc(NC(=O)CC(C)(C)CC(=O)O)c2ccccc21 | -0.5 | -5 | 7 | 0 | 3 | 15 | · | 1
C[C@@H]1CN([C@H](C)CO)C(=O)Cc2cc(NC(=O)CCC(F)(F)F)ccc2O[C@H]1CN(C)Cc1ccc(Cl)c(Cl)c1 | -0.9 | 1[16.7 µM] | · | -6 | 0 | -33 | 64 | 1
COc1ccc(-c2cnc3c(c2)C(=O)N([C@H](C)CO)C[C@H](C)[C@H](CN(C)C(=O)NC2CCCCC2)O3)cc1 | -3.3 | -11[16.7 µM] | 2 | -6 | 0 | -25 | 16 | 0
COc1cccc(C(O)c2nc(-c3cncnc3)cs2)c1 (stereo unspecified) | -1.1 | 0 | 2 | 5 | 4 | 6 | -5 | 0
COc1ccc(NC(=O)Nc2ccc3c(c2)[C@H]2C[C@H](CC(=O)O)O[C@H](CO)[C@H]2O3)cc1 | -1.0 | 3[16.7 µM] | · | 5 | 1 | 0 | 2 | -2
COc1cccc(-c2ccc3c(c2)O[C@@H](CN(C)C(=O)C2CCOCC2)[C@@H](C)CN([C@H](C)CO)S3(=O)=O)c1 | -1.2 | 1[16.7 µM] | · | 1 | 2 | -4 | 4 | 0
Cn1nc(OCCOc2ccccc2)ccc1=O | · | 2 | · | -15 | -1 | · | 0 | 1
O=C(Nc1ccncc1)c1cccc(S(=O)(=O)N2CCN(c3ccc(F)cc3)CC2)c1 | -1.1 | · | -3 | · | 0 | -19 | 7 | 0
COc1cc(CN2CCC(C(=O)NC3CCCC3)CC2)ccc1O | · | -4 | 11 | · | 3 | · | · | 1
CCc1cccc(C)c1NC(=S)N1CCCCC1c1cccnc1 (stereo unspecified) | -3.1 | -12 | 0 | 2 | 12 | -1 | 2 | 0
COc1ccc(S(=O)(=O)N(CC(=O)NCc2ccco2)c2ccccc2)cc1OC | · | -1 | 1 | -2 | 3 | · | · | -2
Cc1cnc(NC(=O)CSC(=S)N2CCOCC2)s1 | 2.6 | -6 | 1 | -8 | · | 6 | -1 | ·
C[C@@H]1CN([C@@H](C)CO)C(=O)c2cc(NC(=O)Cc3ccccc3)ccc2O[C@@H](C)CCCCO[C@H]1CN(C)Cc1ccc(C(F)(F)F)cc1 | -0.2 | -8[16.7 µM] | · | 15 | 6 | -18 | 45 | 2
CC1CCCN(C(=O)CSc2ncccn2)C1 (stereo unspecified) | 3.3 | · | 5 | · | -4 | 1 | 6 | 0
CN1c2ccc(Br)cc2[C@H]2[C@H](CCN2C(=O)CN2CCOCC2)[C@@H]1CO | 0.1 | 7[16.7 µM] | -9 | -6 | -5 | 16 | -5 | -6
Cc1cc(Cl)c(S(=O)(=O)N2CCSCC2)cc1OCC(N)=O | · | 0 | · | -6 | 2 | · | -6 | 1
COC(=O)CCc1n[nH]c(=O)[nH]c1=O | 0.5 | -6 | -1 | 2 | -4 | · | · | 0
COc1ccc(S(=O)(=O)N2CCOCC2)cc1C(=O)Nc1cc(C)on1 | · | -1 | · | -8 | -7 | · | · | 0
N#C/C(=C/c1ccc(Br)o1)C(N)=O | · | -2 | · | -13 | 2 | · | 14 | 3
CC(=O)c1ccc(NC(=O)C(NC(=O)c2ccccc2)=C(C)C)cc1 | -2.2 | -4 | 4 | · | 9 | -12 | 5 | -1
CCN1CCN(CC(O)COC(c2ccccc2)c2ccccc2)CC1 (stereo unspecified) | -1.2 | -4 | 4 | -6 | 1 | 1 | -7 | 3
NC(=O)Cn1nnc(-c2ccc(C(F)(F)F)cc2)n1 | · | -5 | 6 | · | -3 | · | -1 | -3
Cc1cc(C)n(-c2nc3c(c(=O)[nH]c(=O)n3C)n2CC(O)c2ccccc2)n1 (stereo unspecified) | · | -2 | · | 0 | · | 7 | -12 | 2
COCc1cc(C)nc(SCC[N+](C)(C)CC(=O)Nc2cccc(C)c2)c1C#N | -1.3 | 1 | 3 | 3 | · | 7 | 5 | ·
N#CCCN(Cc1ccccc1)C(=O)c1cccs1 | -1.0 | 3 | 8 | 5 | -2 | 40* | 24 | -1
Cc1ccc(-c2ccc3c(c2)O[C@@H](CN(C)Cc2ccncc2)[C@H](C)CN([C@@H](C)CO)S3(=O)=O)cc1 | -1.4 | -1[16.7 µM] | 4 | 10 | 4 | -31 | -46 | -1
CC1=C(C(=O)Nc2ccccn2)C(c2ccc(N(C)C)cc2)n2ncnc2N1 (stereo unspecified) | -2.2 | -6 | · | 14 | -6 | 6 | 0 | -1
C[C@H]1CCCCO[C@H](CN(C)Cc2ccncc2)[C@@H](C)CN([C@@H](C)CO)C(=O)c2cc(NS(C)(=O)=O)ccc2O1 | -1.0 | 9[16.7 µM] | · | 13 | -2 | 0 | 4 | 0
COC1(OC)N=C(N)C2(C#N)C(c3ccc(F)cc3)C12C#N (stereo unspecified) | · | -3 | · | -7 | 7 | · | -10 | -2
O=C(c1ccccc1)C1Oc2ccccc2C2CC(c3cccs3)=NN12 (stereo unspecified) | -0.3 | · | -5 | -9 | -5 | 17 | -2 | 0
C[C@@H]1CN([C@H](C)CO)S(=O)(=O)c2ccc(C3=CCCC3)cc2O[C@H]1CN(C)C | 3.4 | 1[16.7 µM] | 1 | -11 | 5 | 0 | -2 | 64
C[C@@H]1CN([C@H](C)CO)S(=O)(=O)c2ccc(-c3ccncc3)cc2O[C@@H]1CN(C)Cc1cccnc1 | 2.4 | 5[16.7 µM] | -8 | 13 | -1 | 7 | -16 | 7
Cc1cccc2cc(/C=N/NC(=O)CN3CCOCC3)c(Cl)nc12 | · | -4 | · | -12 | 0 | · | ? | 0
CCN1CCN(CCCNC(=O)CNC(=O)c2nn(-c3ccc(OC)cc3OC)c(=O)c3ccccc23)CC1 | -1.5 | · | 1 | · | -3 | 0 | 15 | 0
CCC/C(C)=N\Nc1nc2c(c(=O)n(C)c(=O)n2C)n1C | -0.4 | 3 | 1 | -6 | 6 | -3 | · | 0
COc1ccc(C(O)P(=O)(O)CCc2ccccc2)cc1 (stereo unspecified) | · | -9 | · | 5 | 6 | 16 | 5 | 1
Cc1cccc(NC2=NCC(=O)N2CCc2ccccc2)c1 | · | 19 | 4 | 3 | · | · | · | 8
Nc1ccccc1SCc1ccccc1Cl | -0.5 | 8 | -6 | -4 | 6 | 16 | · | -1
COc1ccccc1OCCOCCN1CCCC1 | 1.1 | 0 | -5 | 5 | -4 | -3 | 1 | 0
CCOc1ccc(-c2nc(C)sc2CC(=O)O)cc1 | 0.7 | 1 | · | -8 | 12 | -2 | 87* | 1
Cc1cc(C)n2cc(CSc3nnnn3-c3ccccc3)nc2n1 | · | -4 | -3 | -6 | 1 | 11 | 3 | -2
CC(C)C(NC(=O)c1cccs1)C(=O)NC1CCCCC1 (stereo unspecified) | -3.9 | · | 0 | · | · | 4 | · | -1
CC(=O)c1cc2c(cc1NC(=O)c1cc(C)nn1-c1ccccc1)OCO2 | 3.1 | -3 | 9 | -3 | 3 | · | 24 | -2
CC12CCC(=O)N1C(C(=O)OCC(=O)Nc1cccc(S(=O)(=O)N3CCCCCC3)c1)CS2 (stereo unspecified) | -0.9 | 2 | -13 | · | 2 | -24 | · | 1
CCC(C)N(C(=O)COC(=O)c1[nH]c(C)c(C(C)=O)c1C)C1CCS(=O)(=O)C1 (stereo unspecified) | · | -1 | · | 7 | 2 | 4 | 7 | 6

Structures listed so far that contain bromine:
SMILES | F508del corr | miR-122 sensor | FN deposit inh | PGC1a acetyl inh | PglD inh | INS-1E GSIS act | Statin myotox sup | Cneo AK release
CN1c2ccc(Br)cc2[C@H]2[C@H](CCN2C(=O)CN2CCOCC2)[C@@H]1CO | 0.1 | 7[16.7 µM] | -9 | -6 | -5 | 16 | -5 | -6
N#C/C(=C/c1ccc(Br)o1)C(N)=O | · | -2 | · | -13 | 2 | · | 14 | 3

(continued)
SMILES | F508del corr | miR-122 sensor | FN deposit inh | PGC1a acetyl inh | PglD inh | INS-1E GSIS act | Statin myotox sup | Cneo AK release
Cc1ccc2c(c1)N(C(=O)CCC(=O)NCCCN1CC(C)CC(C)C1)CCO2 (stereo unspecified) | 3.2 | 3 | 0 | -4 | 11 | · | 8 | 4
COc1ccc(NC(=O)[C@H](Cc2c[nH]c3ccccc23)NC(=O)[C@@H]2Cc3ccccc3CN2)cc1 | -0.9 | 1 | · | 63* | 4 | -4 | -6 | -1
CCS(=O)(=O)c1ccc2oc(Nc3ccc(C(C)(C)C)cc3)nc2c1 | -5.9 | 8 | -1 | -10 | 1 | -6 | 10 | -4
CC1=C(C)CC2C(C1)C(=O)c1ccc(Br)cc1S2(=O)=O (stereo unspecified) | 0.1 | · | 4 | · | 1 | -7 | -8 | 3
COc1ccc(C)cc1NC(=O)C(OC(=O)C1CC1)c1ccccc1 (stereo unspecified) | -1.3 | · | -1 | 0 | 1 | -5 | · | -1
COc1ccccc1CNc1nc(C)c(C(C)=O)s1 | 2.1 | -1 | -9 | 3 | -4 | 15 | -6 | -1
C[C@H]1CCCCO[C@H](CN(C)C(=O)CCCN(C)C)[C@@H](C)CN([C@@H](C)CO)C(=O)c2cc(NS(=O)(=O)c3ccc(Cl)cc3)ccc2O1 | -2.1 | 3[16.7 µM] | 4 | 2 | 0 | 0 | · | 4
CCOc1ccc2nc(NCCNC(=O)Nc3cccc(C)c3)c(C#N)cc2c1 | · | -2 | 0 | 3 | 4 | 320* | -46 | 11
Cc1ccccc1CN1CCN(S(=O)(=O)c2cccs2)CC1 | 0.3 | -3 | -4 | -5 | -8 | -2 | -7 | -1
Cc1nn(Cc2ccc(Cl)cc2)c(C)c1NC(=O)c1noc2c1CCCCC2 | 1.9 | -6 | · | 14 | 0 | · | 16 | -1
O=C(COC(=O)[C@H](Cc1ccccc1)NC(=O)c1cccs1)Nc1cc(F)ccc1F | 2.4 | -7 | 3 | 8 | · | -14 | 5 | ·
O=C(NCc1ccco1)c1ccccc1-c1ccccc1 | · | -3 | -17 | -4 | 0 | · | 6 | 4
CC(=O)Nc1ccc2c(COC(=O)CC3Sc4ccccc4NC3=O)cc(=O)oc2c1 (stereo unspecified) | -0.6 | · | -3 | 1 | · | 10 | · | ·
Cc1ccc(S(=O)(=O)N[C@H]2CC[C@H](CCNC(=O)Nc3ccc(Cl)cc3)O[C@H]2CO)cc1 | 1.2 | · | · | -8 | 0 | -21 | -4 | 40
